Source: PubChem (several laboratories)
PMI act – activators of human phosphomannose isomerase; P34949; purified human PMI, coupled resazurin fluorescence, 20 min; stronger effect = higher value; 1 = vehicle control, 0 substrate-free wells; activation factor at 20 µM; 190,000 compounds, 0.005% hits;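 active = activation factor of 2 or more at 20 µM, relative to plate controls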
Target sequence (P34949 whole entry, looked up): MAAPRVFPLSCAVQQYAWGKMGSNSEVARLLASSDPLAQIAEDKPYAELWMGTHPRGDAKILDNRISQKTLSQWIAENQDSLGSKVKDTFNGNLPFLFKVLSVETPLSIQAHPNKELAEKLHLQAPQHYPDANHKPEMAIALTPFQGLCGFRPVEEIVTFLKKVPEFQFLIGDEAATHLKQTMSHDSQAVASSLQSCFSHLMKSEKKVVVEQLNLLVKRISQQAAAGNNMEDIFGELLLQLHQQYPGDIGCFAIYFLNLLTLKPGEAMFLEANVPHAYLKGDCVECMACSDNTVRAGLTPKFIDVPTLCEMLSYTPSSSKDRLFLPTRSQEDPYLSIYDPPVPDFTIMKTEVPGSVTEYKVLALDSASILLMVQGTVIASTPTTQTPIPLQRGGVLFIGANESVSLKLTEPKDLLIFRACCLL
TNAP inh hi DEA – blocks human TNAP under high phosphate acceptor concentration; purified TNAP, CDP-star luminescence, 1 M DEA; 200,000 compounds, 0.03% hits; inhibition, % at 20 µM; P05186;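 active = over 50% inhibition of tissue-nonspecific alkaline phosphatase at 20 µM in the single-dose screen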;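 also: plate controls were DMSO wells for no effect and EDTA-quenched wells as full inhibition for full effect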
Target sequence (P05186 whole entry, looked up): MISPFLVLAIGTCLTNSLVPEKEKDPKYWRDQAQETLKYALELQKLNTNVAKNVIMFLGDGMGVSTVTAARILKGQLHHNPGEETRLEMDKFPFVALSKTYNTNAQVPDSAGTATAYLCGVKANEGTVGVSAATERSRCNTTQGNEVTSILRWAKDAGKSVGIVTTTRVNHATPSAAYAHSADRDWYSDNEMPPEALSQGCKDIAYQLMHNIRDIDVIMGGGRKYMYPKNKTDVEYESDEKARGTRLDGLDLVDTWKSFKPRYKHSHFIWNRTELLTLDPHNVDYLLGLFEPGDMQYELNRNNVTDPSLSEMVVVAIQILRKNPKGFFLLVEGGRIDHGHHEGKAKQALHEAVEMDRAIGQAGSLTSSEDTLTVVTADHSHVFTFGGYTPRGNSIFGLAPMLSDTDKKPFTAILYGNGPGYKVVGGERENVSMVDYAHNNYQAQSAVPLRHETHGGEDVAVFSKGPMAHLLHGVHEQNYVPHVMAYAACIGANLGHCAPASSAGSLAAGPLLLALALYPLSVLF
TNAP inh noacc – inhibitors of human TNAP without phosphate acceptor; P05186; purified TNAP, CDP-star luminescence, 30 min; inhibition, % at 20 µM; 200,000 compounds, 0.26% hits; AID 1012;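 active = tissue-nonspecific alkaline phosphatase inhibition above about 50% at 20 µM in the single-dose screen, limit read from the data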;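 also: 0% = DMSO negative control and 100% = EDTA positive control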
APP 5'UTR act – APP 5'UTR luciferase reporter activation | SH-SY5Y APP 5'UTR luciferase reporter, luminescence; zero percent = DMSO vehicle wells | activation, % at 2 µM | 190,000 compounds, 1% hits | AID 1276;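 active = activation above a set limit, based on mean plus 3 SD of controls, cut at about 140% in these data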; also: values of inactives mirror those of a sister screen read the other way
PMI act satM6P – activators of human phosphomannose isomerase at near-saturating mannose 6-phosphate; coupled PMI enzyme assay, resazurin fluorescence, 20 min; stronger effect = higher value; 1 = untreated enzyme, 0 = substrate-free blank; AID 1216; 190,000 compounds, 0.34% hits; P34949; activation factor at 20 µM;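 active = activation factor of 2 or more at 20 µM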
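test system = human PMI in coupled enzyme assay | medium = HEPES-buffered pH 7.4 with magnesium and detergent | also added = 1.0 mM mannose-6-phosphate substrate with 0.22 mM NADP+ | compound = 20 µM single dose | times = 20 min incubation at room temperature | measured by = resorufin fluorescence (Ex 544/Em 590 nm) from resazurin via diaphorase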
FLuc inhib CS – counter-screen for luciferase assay inhibitors: firefly luciferase inhibition. P08659. ATPLite firefly luciferase biochemical luminescence, 10 min. inhibition, % at 10 µM. 200,000 compounds, 1.5% hits. AID 1006;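 active = inhibition above about 50% when tested at 10 µM, limit read from the data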
bIAP act – increases bovine intestinal alkaline phosphatase activity; purified bovine IAP, CDP-star luminescence, 30 min; stronger effect = higher value; fold of DMSO-control signal, blank-subtracted; activation factor at 20 µM; 200,000 compounds, 0.17% hits; AID 1016;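 active = activation factor of 2 or more at 20 µM, a signal rise over negative controls twice the positive control's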
TNAP act hiacc – activators of human TNAP at high phosphate acceptor concentration. P05186. purified TNAP, CDP-star luminescence, 1 M DEA, 30 min; stronger effect = higher value; 0 = EDTA background, 1 = DMSO-only activity. activation factor at 20 µM. 200,000 tested, under 10 active. AID 1136;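 active = activation factor at least 2 at 20 µM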
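Control set: EDTA negative control, DMSO positive control / Assay system: human TNAP / Quantity: TNAP 1/800 final / Evaluation: TNAP activation factor scaled between EDTA and DMSO control wells / Measured by: luminescent substrate turnover signal / Compound dosing: one dose, 20 µM / Times: 30 min enzyme reaction at room temperature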
NF-kB expr up – NF-kB expression increase, human neuronal cells | 190,000 compounds, 1.6% hits | fold change at 12.5 µM | NF-kB reporter expression; stronger effect = higher value; in the data active = fold change above about 3.3
FLuc stim CS – firefly luciferase counter-screen for stimulation assays; ATPlite luciferase biochemical, luminescence, 10 min; 0 = ATP-free wells, 1 = DMSO control; P08659; AID 1027; 200,000 tested, under 10 active; activation factor at 10 µM;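 active = luciferase activation factor, scaled between plate controls, of at least 2 with compound at 10 µM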
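test system = cell-free luciferase reagent | medium = PBS as buffer for the ATP substrate | dosing = test compounds dosed from 2 mM stocks in 100% DMSO | incubation = 10 min at ambient temperature | detection = luminescence measurement of luciferase light output | benchmarks = low control with PBS replacing ATP, high control enzyme plus ATP without compound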
* marks the source's active call; other numbers are inactive results.

SMILES	PMI act	TNAP inh hi DEA	TNAP inh noacc	APP 5'UTR act	PMI act satM6P	FLuc inhib CS	bIAP act	TNAP act hiacc	NF-kB expr up	FLuc stim CS
COc1ccc(OC)c(S(=O)(=O)N(C)CC(=O)N2CCc3ccccc3C2)c1	0.9	0.6	-6.7	8.2	1	-2.5	1	1	1.04	1
c1ccc(-c2n[nH]c3c2CCC3)cc1	1.1	-3.3	72.9*	2.0	1.1	-7.3	0.9	1	1.14	1.1
CN(CCCC(=O)NC1CC(C)(C)NC(C)(C)C1)S(=O)(=O)c1ccc([N+](=O)[O-])cc1	1	-1.4	-12.9	7.5	1	-8.1	1	1	0.87	1.1
O=C(Cn1cc2c(n1)CCCC2)NCCCN1CCN(Cc2ccccc2)CC1	1	-2.9	3.7	-9.4	1	-6.6	1	1	1.17	1.1
CC1CCN(S(=O)(=O)c2ccc(NC(=O)Cn3nnc(-c4ccccc4F)n3)cc2)CC1	0.9	-8.6	-18.2	2.6	0.9	-4.0	0.8	1.1	0.87	1
Cc1ccc(NC(=S)NC2CCCCC2)cc1S(=O)(=O)N(C)C	1.2	-6.5	-15.4	36.6	1.1	-1.8	1.2	1.1	1.19	1
CC1(C(=O)NC2CCCCC2)CCC(=O)N1Cc1cccnc1 (stereo not given)	0.9	-5.0	-11.2	2.2	0.9	-6.7	0.8	1.1	1.13	1.1
COc1ccc(C(=O)N2CCN(c3nc4cc(C)ccc4cc3C#N)CC2)c(OC)c1	0.9	-0.3	-6.6	4.1	1	-0.3	1	1	0.49	1
C[C@@H](O)C1NC(=O)[C@H](CCCCN)NC(=O)c2cc([N+](=O)[O-])cc(I)c2NCCC[C@@H](C(N)=O)NC1=O (stereo not given in full)	1.1	4.3	-1.3	6.4	1	-0.7	0.9	1	1.24	1
O=C(C[n+]1ccccc1)N1CCCc2ccccc21	1	0.0	-3.5	-7.2	1	-4.1	1	1	1.19	1
Cc1oc(C(C)(C)C)cc1C(=O)Nc1cccc(/C=C/C(=O)O)c1	1	0.3	-5.4	3.4	1	16.3	0.9	1	1.18	0.8
COc1cc(/C=C/C(=O)OCC(=O)c2c(N)n(C)c(=O)n(C)c2=O)ccc1OC(F)F	0.8	-3.3	-9.7	7.0	1	-8.7	1.1	1	1.05	1.1

Among those listed so far, 2 contain a nitro group on carbon.
SMILES	PMI act	TNAP inh hi DEA	TNAP inh noacc	APP 5'UTR act	PMI act satM6P	FLuc inhib CS	bIAP act	TNAP act hiacc	NF-kB expr up	FLuc stim CS
CN(CCCC(=O)NC1CC(C)(C)NC(C)(C)C1)S(=O)(=O)c1ccc([N+](=O)[O-])cc1	1	-1.4	-12.9	7.5	1	-8.1	1	1	0.87	1.1
C[C@@H](O)C1NC(=O)[C@H](CCCCN)NC(=O)c2cc([N+](=O)[O-])cc(I)c2NCCC[C@@H](C(N)=O)NC1=O (stereo not given in full)	1.1	4.3	-1.3	6.4	1	-0.7	0.9	1	1.24	1

(list continues)
SMILES	PMI act	TNAP inh hi DEA	TNAP inh noacc	APP 5'UTR act	PMI act satM6P	FLuc inhib CS	bIAP act	TNAP act hiacc	NF-kB expr up	FLuc stim CS
COc1ccc(-c2nnc(N(C)C(=O)C3CCCO3)s2)cc1 (stereo not given)	1	-5.6	-10.4	54.6	1	24.2	1	1.1	2.64	0.8
O=C(CSc1ccc2nnc(CCNC(=O)c3ccccc3)n2n1)Nc1ccccc1	1	-1.0	-1.8	18.5	1	1.6	1	1	1.13	1
CN(C)c1cccc(NC(=O)CCc2ccccc2)c1	0.8	-2.7	-11.9	23.0	0.9	0.4	0.9	1	1.14	1
CCC(=O)NC(c1ccccc1)c1nc2ccccc2[nH]1 (stereo not given)	1	-6.4	-8.0	-6.3	1.1	-0.1	1.1	1.1	2.06	1
O=C(CN1CCC(NC(=O)c2ccccc2F)CC1)Nc1ccc2c(c1)OCCO2	1.1	-1.1	-7.0	5.4	1	4.4	1	1	1.01	1
COCCn1cnc2c1c(=O)n(CC(=O)OCC(=O)NCCCc1ccccc1)c(=O)n2Cc1ccccc1	1	-6.2	-6.8	2.1	0.9	-0.8	1	1.1	0.88	1
CC(=O)c1cnc(Nc2nc(C)c3ccc(C)cc3n2)nc1C	0.9	-6.1	-11.8	-2.1	0.9	-4.6	0.9	1.1	0.33	1
COc1ccc(NC2=NCC(=O)N2c2ccccc2F)cc1	1	-5.3	-9.2	1.6	1.1	-3.2	1	1.1	0.94	1
CC(C)=N/N=C1/NC(=O)C(CC(=O)Nc2cc(Cl)ccc2C)S1 (stereo not given)	1	-5.2	-7.4	7.2	1	-5.2	0.9	1.1	1.31	1.1
N#Cc1c(SCC(=O)N2CCCCC2)nsc1SCC(=O)N1CCCCC1	0.9	-5.1	-11.6	-11.7	1	-4.8	0.9	1.1	0.81	1
Nc1nc(SCC(=O)N2CCOCC2)n[nH]1	0.9	-5.4	-7.6	-6.8	1	-5.7	0.9	1.1	1.13	1.1
CC1(C)Cc2ccccc2-c2nnc(SCC(=O)N3CCc4ccccc43)n21	1	-4.0	-11.0	-7.5	1.1	1.0	1	1	0.93	1

Ordered by SMILES length (falling): part of the list above
SMILES	PMI act	TNAP inh hi DEA	TNAP inh noacc	APP 5'UTR act	PMI act satM6P	FLuc inhib CS	bIAP act	TNAP act hiacc	NF-kB expr up	FLuc stim CS
O=C(CN1CCC(NC(=O)c2ccccc2F)CC1)Nc1ccc2c(c1)OCCO2	1.1	-1.1	-7.0	5.4	1	4.4	1	1	1.01	1
O=C(CSc1ccc2nnc(CCNC(=O)c3ccccc3)n2n1)Nc1ccccc1	1	-1.0	-1.8	18.5	1	1.6	1	1	1.13	1
N#Cc1c(SCC(=O)N2CCCCC2)nsc1SCC(=O)N1CCCCC1	0.9	-5.1	-11.6	-11.7	1	-4.8	0.9	1.1	0.81	1

The list goes on.
SMILES	PMI act	TNAP inh hi DEA	TNAP inh noacc	APP 5'UTR act	PMI act satM6P	FLuc inhib CS	bIAP act	TNAP act hiacc	NF-kB expr up	FLuc stim CS
N#CCCN(C(=O)CN1C(=O)NC2(CCCC2)C1=O)c1ccccc1F	1	-7.0	-10.4	-7.2	1	-8.2	0.9	1.1	1.07	1.1
CCCc1cc(=O)n2[nH]c(-c3ccc(Br)cc3)cc2n1	0.9	2.0	-2.8	58.3	1	9.5	1	1	2.07	0.9
COc1c(F)c(F)c(C(=O)O)c(Nc2cc(C)cc(C)c2)c1F	1.2	-4.7	-15.9	28.2	1.1	-5.8	1	1	1.1	1.1
CCCCc1nc(NCC2CCCO2)c(C#N)c2c1COC(C)(C)C2 (stereo not given)	1	-4.9	-0.9	16.2	1	-1.6	1	1	1.1	1
CCOc1ccc(NCCC(=O)c2ccc3c(c2)OCO3)cc1	0.9	-1.8	-4.6	7.5	1	-1.7	1	1	1.14	1
CC(OC(=O)c1oc2ccccc2c1COc1ccccc1)C(=O)NC(N)=O (stereo not given)	1	-2.6	-5.7	-8.6	1	-3.9	1	1	0.93	1
COCCN1C(=O)N[C@@H](c2ccccc2)C(C(C)=O)=C1C	1	-1.3	-7.4	-7.0	1.1	-7.4	1	1	1.08	1.1
CCCCCCCOC1(c2ccccc2)OC(=O)c2ccccc21 (stereo not given)	0.9	-1.6	-8.4	14.4	0.9	-7.3	0.7	1	0.95	1.1
Cc1ccc(CN2CCSCC2)c(C)c1	1.2	6.4	0.2	-18.7	1.2	-0.5	1	0.9	1.08	1
O=C(NCc1nc2ccccc2[nH]1)c1cccc(S(=O)(=O)N2CCOCC2)c1	1.1	2.2	0.4	-0.8	1.1	4.4	1	1	1.11	1
COC(=O)c1[nH]c2c(c1C)C(=O)CC(c1cccs1)C2 (stereo not given)	0.9	-0.4	-1.7	-95.1	0.9	-0.4	1.1	1	3	1
Cn1c(N2CCC(C(N)=O)CC2)nc2c1c(=O)n(Cc1ccc(Cl)cc1)c(=O)n2C	0.9	-5.1	-10.0	13.9	1	-7.8	1	1.1	0.59	1.1
COc1ccc(CCNC(=O)COC(=O)/C=C/c2ccc(OCC#N)c(OC)c2)cc1OC	1.1	-0.8	-5.9	-8.4	1	-8.0	1.1	1	0.87	1.1
Cc1ccccc1-c1nnc(NC(=O)CSc2nc3ccccc3s2)s1	0.9	4.4	4.0	9.8	0.9	-6.1	0.8	1	1.17	1.1
CCCC/C(C)=N/NC(=O)NC1CCCCC1	1	-1.2	-11.2	3.6	1	-6.5	0.9	1	1.1	1.1
Cc1ccc(C)c(S(=O)(=O)N2CCN(CC(=O)Nc3sccc3C#N)CC2)c1	0.8	-0.4	-0.8	13.1	0.9	-8.2	0.9	1	0.81	1.1
Cc1cc(C(=O)Nc2c(C)n(C)n(-c3ccccc3)c2=O)c2ccccc2n1	1	-3.2	-9.7	13.3	0.9	-7.3	0.9	1	0.91	1.1
CC(=O)NCCNS(=O)(=O)c1ccc(C)c([N+](=O)[O-])c1	1	-5.3	-5.2	15.4	0.9	-7.1	1	1.1	1.17	1.1
COc1ccccc1N1CCN(c2nc(N)c(C#N)c(CC#N)c2C#N)CC1	0.9	-1.2	8.0	-18.8	0.8	-4.4	1	1	1.33	1
COc1ccc(S(=O)(=O)N(n2c(C)nnc2-n2nc(C)cc2C)S(=O)(=O)c2ccc(OC)cc2)cc1	1.2	-2.4	5.3	-0.6	1.2	-8.1	1	1	1.12	1.1
O=C(Nn1cnnc1)c1cccc(S(=O)(=O)N2CCOCC2)c1	1	-4.0	-14.7	7.7	1	-2.5	1	1	1.43	1
NC(=O)Nc1ccc(F)cc1	1.1	-1.9	-12.3	-6.3	1	-5.8	0.9	1	1.07	1.1
CN(c1cccc(NC(=O)c2ccc(C(C)(C)C)cc2)c1)S(C)(=O)=O	1	-10.9	-11.1	90.9	1	79.9*	0.9	1.1	2.04	0.2
CCCCC(c1nnnn1CC1CCCO1)N1CCN(Cc2ccccc2)CC1 (stereo not given)	1.2	-5.3	-11.5	8.6	1.2	-5.4	0.8	1.1	1.09	1.1
O=C(CSc1nnc2ccc(-c3ccncc3)nn12)N1CCCCC1	1	-2.0	-5.7	-5.2	1	-3.8	1	1	0.99	1
COC(=O)Cn1cc([N+](=O)[O-])nc1C	1.1	1.2	-6.3	4.2	1.1	-5.2	1	1	0.87	1.1
COc1ccc(-n2nc3ccccc3n2)cc1	1	-0.1	-8.9	11.4	1.1	7.5	0.9	1	1.52	0.9

Compounds as they come; about 3.6% have a hit in one of these screens.
